Xi reactivation: activators of X-chromosome reactivation in mouse fibroblasts | XiGFP mouse fibroblasts, % GFP-positive cells imaging, 3 d; cells co-treated with 5-aza-dC sensitizer; scaled so ellipticine positive control = 100% | activation, % at 7.58 µM | 0.055% of 360,000 active | AID 743238;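 active = mean normalized replicate activation at least 10% and every replicate at or above 10%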;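 also: 0% = median of on-plate neutral control wells and 100% = ellipticine 6 µM median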
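Material: XiGFP fibroblasts, SV40-immortalized; Buffer or medium: DMEM containing 5-aza-dC; Compound dosing: single point; Times: 3 days compound exposure.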
E-selectin induc: E-selectin induction on HUVECs; 0.37% of 260,000 active; HUVEC E-selectin immunofluorescence imaging; normalized: neutral wells 0, TNF-alpha wells 100; activation, % at 7.58 µM; P16581;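 active = mean E-selectin-positive cell signal at least 10% of the positive control, reached in at least 60% of replicates, without over 20% cell loss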;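 also: in these data hits start at about 27%; measured in HUVEC primary endothelial cells; signal is the percent of cells scored E-selectin positive by PE staining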
Target sequence (P16581 whole entry, looked up): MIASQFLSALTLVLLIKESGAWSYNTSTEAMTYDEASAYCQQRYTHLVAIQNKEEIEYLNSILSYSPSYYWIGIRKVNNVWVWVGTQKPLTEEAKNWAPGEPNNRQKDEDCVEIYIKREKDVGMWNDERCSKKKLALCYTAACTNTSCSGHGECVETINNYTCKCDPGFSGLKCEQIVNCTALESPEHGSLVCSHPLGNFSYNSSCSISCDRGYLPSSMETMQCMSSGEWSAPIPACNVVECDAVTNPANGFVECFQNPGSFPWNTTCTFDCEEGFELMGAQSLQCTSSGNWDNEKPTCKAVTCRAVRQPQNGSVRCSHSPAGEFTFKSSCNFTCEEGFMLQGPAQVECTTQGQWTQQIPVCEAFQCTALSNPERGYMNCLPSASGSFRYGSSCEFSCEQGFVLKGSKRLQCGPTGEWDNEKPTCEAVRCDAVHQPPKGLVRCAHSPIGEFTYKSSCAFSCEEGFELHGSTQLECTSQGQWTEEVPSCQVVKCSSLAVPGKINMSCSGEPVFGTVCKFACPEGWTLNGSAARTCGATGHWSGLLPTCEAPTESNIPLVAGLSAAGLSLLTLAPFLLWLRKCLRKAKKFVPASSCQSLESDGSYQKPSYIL
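Assay system: HUVEC primary endothelial cells. Input: 3,000 HUVEC seeded per well. Doses: one compound dose added by pin transfer. Read-out basis: % PE-positive cells. Benchmarks: TNF-alpha high, DMSO low. Detection: immunofluorescence imaging. Buffer or medium: EGM-2, gelatin.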
* marks the source's active call; other numbers are inactive results; x = no result given. Not all compounds are listed; the hit share may differ from the screen's.

SMILES | Xi reactivation | E-selectin induc
COC(=O)c1ccccc1NC(NC(=O)c1ccco1)C(=O)c1ccc(C)cc1 (centres undefined) | x | -1.2
Cc1cc(C)nc(SCc2nnc(SCC(=O)OC3CCCCC3)o2)n1 | x | -0.2
CS(=O)(=O)N(CC(=O)NCc1ccc2c(c1)OCO2)c1ccccc1 | x | -0.2
CNC(=O)C1CC(=O)N(CCCc2ccccc2)C(=Nc2ccccc2)S1 (centres undefined) | x | -0.4
CCOc1cccc(N2C(=O)CC(N3CCN(c4nc5ccccc5s4)CC3)C2=O)c1 (centres undefined) | x | -0.7
CCCCCCCc1nc2c(=O)n(C)c3ccccc3c2o1 | x | 0.1
Cc1ccc(NC(=O)CN(C)C(=O)CSc2ncc(C(F)(F)F)cc2Cl)cc1 | 0.1 | x
O=S(=O)(c1ccc(F)cc1)c1nc(-c2ccco2)oc1Nc1ccc(F)cc1 | 0.0 | x
COC(=O)c1nc(N)sc1C | 0.0 | x
Cc1nn(-c2ccccc2)c(N)c1C(O)(C(F)(F)F)C(F)(F)F | 0.3 | x
CC[C@H]1CC=CC[C@@H](C)Oc2ccccc2C(=O)N(C)[C@@H](C(C)C)C(=O)N1 (mixture of isomers) | 0.1 | x
Cc1ccc(S(=O)(=O)N2CCOCC2)cc1NC(=O)CSc1nccn1C | -0.4 | x
Cc1ccc(N2C(=O)CN(Cc3sccc3C)C2=S)cc1C | 0.0 | x
CC(C)NC(=S)N1CCN(S(=O)(=O)c2cccc(C(F)(F)F)c2)CC1 | -0.1 | x
CC(C)[C@@H]1C(=O)N[C@@H](c2cccc(Cl)c2)CC=CC[C@@H](C)Oc2ccccc2C(=O)N1C (mixture of isomers) | 0.4 | x
COc1ccccc1/C=N\Nc1cc(C)nc(-n2nc(C)cc2C)n1 | 0.2 | x
COc1ccc(/C=N/NC(=O)c2cccc(NC(=O)c3ccccc3)c2)c(C(=O)O)c1OC | -0.1 | x
Cc1cccc(NC(=O)c2ccc([N+](=O)[O-])cc2Cl)n1 | 0.1 | x
Nc1nc(SCC(=O)NCc2ccc(F)cc2)[nH]c(=O)c1NC(=O)c1ccc(Cl)cc1 | 0.0 | x
Cc1ccc(Nc2ccc(C(N)=O)cc2[N+](=O)[O-])cc1 | 0.1 | x
O=C(NC(=S)Nc1ccccn1)c1ccco1 | -0.1 | x
O=C(/C(C=Nc1ccc(F)cc1)=C(/O)c1ccco1)C(F)(F)F | 0.5 | x
CC(=O)Nc1ccc2c(c1)C(=O)N(C)C[C@@H](C)[C@@H](CN(C)S(C)(=O)=O)O2 | 0.4 | x
Cc1ccc(S(=O)(=O)N2CCCOC2CNC(=O)C(=O)NCCC2=CCCCC2)cc1 (centres undefined) | -0.1 | x
CCOc1ccc(CSCCNC(=S)Nc2ccccc2)cc1 | 0.1 | x

(next part)
SMILES | Xi reactivation | E-selectin induc
N#CCCN(C(=O)COC(=O)c1ccc(S(=O)(=O)Nc2ccccc2)cc1)c1ccccc1 | 0.0 | x
COc1ccc2c3c(n(C)c2c1)[C@@H](CO)N(C(C)=O)CC31CN(C(=O)c2ccccc2)C1 | 0.4 | x
Cc1ccc(NC(=O)Cc2c[nH]c3ccccc23)cc1S(=O)(=O)N1CCCCCC1 | 0.0 | x
O=c1cc(-c2cccc(Br)c2)nc(-c2ccccc2F)o1 | 0.1 | x
Cc1cc(/C=N\NC(=O)COc2cccc3cccnc23)c(C)n1-c1ccc(Br)cc1 | 0.0 | x
Cc1ccc(Oc2nnc(-c3cccs3)c3ccccc23)cc1C | -0.1 | x
N#Cc1ccc(-c2cccc(-c3nc(C(=O)O)cc4c3[C@@H](CCO)N(CC3CCOCC3)C4)c2)cc1 | 0.0 | x
CC(C(=O)Nc1cc([N+](=O)[O-])ccc1Cl)N1CCN(c2ccccc2O)CC1 (centres undefined) | 0.0 | x
O=C(Cc1ccc(S(=O)(=O)N2CCCCC2)s1)Nc1cccc2ccccc12 | 0.1 | x
COc1cccc(/C=N/NC(=O)C[n+]2ccccc2)c1O | 0.1 | x
COC(=O)c1sc2ccccc2c1NC(=O)c1coc2ccccc2c1=O | 0.4 | x
CCOC(=O)C1=C(C)NC(=O)NC1c1ccc(Br)o1 (centres undefined) | 0.2 | x
COc1ccccc1OC(=O)CCN1c2ccccc2Sc2ccccc21 | -0.1 | x
COc1ccc(NC(=O)Nc2ccc(F)c(Cl)c2)cc1 | 0.0 | x
O=C1N[C@H](c2ccccc2)COCc2cn(nn2)CC[C@H](Cc2ccc(C(F)(F)F)cc2)C(=O)N[C@H](c2ccccc2)COCc2cn(nn2)CC[C@@H]1Cc1ccc(C(F)(F)F)cc1 | 0.0 | x
Cc1ccc(N2C(=O)N(Cc3ccccc3C)c3ccccc3S2(=O)=O)cc1 | 0.0 | x
CC(C)C[C@H]1COCc2cn(nn2)CC[C@@H](Cc2cccc(Cl)c2)C(=O)N1 | 0.1 | x
O=C(Cc1cccnc1)N1CC(=O)N2[C@@H](CO)[C@H](c3ccc(-c4cccc(F)c4)cc3)[C@@H]2C1 | 0.5 | x
CC(C)NC(=O)Nc1ccc2c(c1)C(=O)N([C@@H](C)CO)C[C@@H](C)[C@H](CN(C)C(=O)Nc1ccccc1)OCCCC[C@@H](C)O2 | 1.9 | x
COCC(=O)N1CC2(CN(S(C)(=O)=O)C2)c2c(n(C)c3cc(OC)ccc23)[C@H]1CO | 0.1 | x
COc1ccc(/C=N/NC(=O)CNC(=O)COc2ccccc2)cc1 | -0.4 | x
Cc1ccc(CSCCNS(=O)(=O)c2ccccc2)cc1 | 0.1 | x
COc1ccc(NC(=O)COc2nsnc2N2CCOCC2)cc1 | 0.1 | x
N#Cc1cccc(-c2ccc(C3[C@@H]4CN(S(=O)(=O)c5cccc(Cl)c5)C[C@H]3N4)cc2)c1 (some centres undefined) | 0.1 | x
CCOC(=O)c1cccc(NC(=O)/C=C/c2ccc3c(c2)OCO3)c1 | 0.2 | x

Exported as tab-separated lines: part of the list above.
molecule	Xi reactivation	E-selectin induc
COc1ccc2c3c(n(C)c2c1)[C@@H](CO)N(C(C)=O)CC31CN(C(=O)c2ccccc2)C1	0.4	x
Cc1ccc(NC(=O)Cc2c[nH]c3ccccc23)cc1S(=O)(=O)N1CCCCCC1	0.0	x

(continued)
SMILES | Xi reactivation | E-selectin induc
O=C(Nc1nnc(C2CC2)o1)c1ccc(S(=O)(=O)N2CCc3ccccc3C2)cc1 | 0.0 | x
COc1cccc(C(=O)COC(=O)c2ccc(NC(C)=O)cc2)c1 | 0.4 | x
CC(=O)N1CCCC(C(=O)c2ccc3c4c(cccc24)CC3)C1 (centres undefined) | 0.0 | x
Cc1ccc(C2CC(c3ccc(NS(C)(=O)=O)cc3)=NN2C(=O)c2ccco2)cc1 (centres undefined) | 0.0 | x
COc1ccc(/C=N/Nc2nc(-c3ccc(Cl)cc3)cc(C(F)(F)F)n2)c(OC)c1 | -0.2 | x
O=C(CNS(=O)(=O)c1ccccc1)OCc1cccc([N+](=O)[O-])c1 | 0.2 | x
C[C@H](CO)N1C[C@H](C)[C@@H](CN(C)Cc2ccncc2)Oc2c(NC(=O)Cn3cnnn3)cccc2C1=O | 0.3 | x
C[C@H](CO)N1C[C@H](C)[C@@H](CN(C)C(=O)Nc2ccccc2)Oc2c(NC(=O)CCC(F)(F)F)cccc2C1=O | 0.1 | x
COc1ccc(N(C(=O)c2cccnc2)S(=O)(=O)c2ccc3c4c(cccc24)C(=O)N3C)cc1 | 0.4 | x
CCOC(=O)N/N=C/c1c(C)nn(-c2ccccc2Cl)c1Cl | -0.1 | x
O=C(O)C[C@@H]1C[C@@H]2c3cc(NC(=O)c4cccnc4)ccc3O[C@@H]2[C@H](CO)O1 | 0.4 | x
COc1ccc2c3c(n(C)c2c1)[C@@H](CO)N(C)CC31CCN(C(=O)CN2CCOCC2)CC1 | 0.0 | x
CC(=O)N1c2ccccc2Nc2ccccc21 | 0.3 | x
C[C@@H]1CN([C@@H](C)CO)C(=O)c2c(c3ccccc3n2C)-c2ccccc2CO[C@H]1CN(C)C(=O)Nc1cccc(C(F)(F)F)c1 | -0.9 | x
COc1ccc2c3c([nH]c2c1)[C@@H](CO)N(Cc1ccncc1)CC31CN(S(C)(=O)=O)C1 | 0.3 | x
O=C(NC(=S)Nc1ccccc1N1CCOCC1)c1sc2ccccc2c1Cl | 0.0 | x
COc1ccc(N2CCN(Cc3nnc(-c4ccccc4)o3)CC2)cc1 | 0.0 | x
CCN(CC)S(=O)(=O)c1cc(C(=O)OCC(=O)Nc2cccc(Br)c2)ccc1F | 0.3 | x
Cc1ccc(-c2nnc(SCC(=O)N/N=C/c3ccc(C)s3)n2-c2ccc(C)cc2)cc1 | 0.6 | x
Cc1cc(C)c(NC(=O)c2ccc[n+](Cc3ccc([N+](=O)[O-])cc3)c2)c(C)c1 | 0.0 | x
O=C1N[C@@H](c2ccccc2)COCc2cn(nn2)CC[C@H]1Cc1ccc(C(F)(F)F)cc1 | 0.0 | x
CC(=O)N1CC2(C1)[C@@H](c1ccccc1)[C@@H](CO)N2Cc1ccccc1F | 0.3 | x
CCC(C)c1ccc(S(=O)(=O)N2CC(=O)Nc3ccccc32)cc1 (centres undefined) | 0.2 | x
CCCC(=O)Nc1ccc(C(=O)N/N=C/c2ccc[nH]2)cc1 | -0.1 | x
Cc1cccc(CCNC(=O)CCS(=O)(=O)c2ccc(Br)cc2)c1 | 0.0 | x

14 structures from above, arranged by molecular weight, high to low.
SMILES | Xi reactivation | E-selectin induc
C[C@@H]1CN([C@@H](C)CO)C(=O)c2c(c3ccccc3n2C)-c2ccccc2CO[C@H]1CN(C)C(=O)Nc1cccc(C(F)(F)F)c1 | -0.9 | x
C[C@H](CO)N1C[C@H](C)[C@@H](CN(C)C(=O)Nc2ccccc2)Oc2c(NC(=O)CCC(F)(F)F)cccc2C1=O | 0.1 | x
C[C@H](CO)N1C[C@H](C)[C@@H](CN(C)Cc2ccncc2)Oc2c(NC(=O)Cn3cnnn3)cccc2C1=O | 0.3 | x
Cc1ccc(-c2nnc(SCC(=O)N/N=C/c3ccc(C)s3)n2-c2ccc(C)cc2)cc1 | 0.6 | x
O=C(NC(=S)Nc1ccccc1N1CCOCC1)c1sc2ccccc2c1Cl | 0.0 | x
O=C(Nc1nnc(C2CC2)o1)c1ccc(S(=O)(=O)N2CCc3ccccc3C2)cc1 | 0.0 | x
Cc1ccc(C2CC(c3ccc(NS(C)(=O)=O)cc3)=NN2C(=O)c2ccco2)cc1 (centres undefined) | 0.0 | x
Cc1cccc(CCNC(=O)CCS(=O)(=O)c2ccc(Br)cc2)c1 | 0.0 | x
O=C(O)C[C@@H]1C[C@@H]2c3cc(NC(=O)c4cccnc4)ccc3O[C@@H]2[C@H](CO)O1 | 0.4 | x
COc1ccc(N2CCN(Cc3nnc(-c4ccccc4)o3)CC2)cc1 | 0.0 | x
CCC(C)c1ccc(S(=O)(=O)N2CC(=O)Nc3ccccc32)cc1 (centres undefined) | 0.2 | x
COc1cccc(C(=O)COC(=O)c2ccc(NC(C)=O)cc2)c1 | 0.4 | x
CCCC(=O)Nc1ccc(C(=O)N/N=C/c2ccc[nH]2)cc1 | -0.1 | x
CC(=O)N1c2ccccc2Nc2ccccc21 | 0.3 | x

The list continues:
SMILES | Xi reactivation | E-selectin induc
Cc1ccc(/C=N/NC(=O)CSc2nc3ccccc3o2)cc1 | -0.1 | x
CN(C(=S)NC1CCCCC1)C1(c2ccccc2Cl)CCCCC1=O (centres undefined) | 0.0 | x
CCC(=O)N1CCC2(CC1)CN(C(=O)c1ccccn1)[C@@H](CO)c1c2c2ccc(OC)cc2n1C | 0.4 | x
COc1ccc(CCN2CN(S(=O)(=O)c3ccccc3)c3nc4ccccc4nc32)cc1OC | -0.1 | x
O=C1CC(c2ccc(F)cc2)SC(N(c2ccccc2)c2ccccc2)=N1 (centres undefined) | 0.0 | x
O=C1c2ccccc2C(=O)N1/N=C/c1ccc(O)c(O)c1 | 0.6 | x
CCCCOc1cccc(OCC(=O)Nc2nc3ccccc3[nH]2)c1 | 0.2 | x
O=C(/C=C/c1ccc(Cl)cc1Cl)NCCSc1ccccc1 | 0.0 | x
COc1ccc2c3c(n(C)c2c1)[C@H](CO)N(C(=O)Nc1ccc(F)cc1)CC31CN(S(=O)(=O)c2cccs2)C1 | 0.4 | x
CN(C)CC(=O)N1[C@@H](CO)[C@@H](c2ccccc2)C12CN(C(=O)c1ccc(F)cc1)C2 | 0.0 | x
CCCNC(=O)N1CC2(CCN(Cc3ccc(F)cc3)CC2)c2c([nH]c3cc(OC)ccc23)[C@H]1CO | 0.3 | x
CC1CCN(c2ccc(/C=N\Nc3nncn3N)cc2[N+](=O)[O-])CC1 | 0.0 | x
COc1ccc2c3c(n(C)c2c1)[C@@H](CO)N(C(=O)Nc1ccc(F)cc1)CC31CCN(C(=O)Nc2ccc(F)cc2F)CC1 | 0.0 | x
CNC[C@@H]1OCc2ccccc2-c2c(n(C)c3ccccc23)C(=O)N([C@@H](C)CO)C[C@H]1C | -0.8 | x
COc1cccc(C2c3[nH]c4ccccc4c3CCN2Cc2cccn2-c2ncccn2)c1 (centres undefined) | -0.1 | x
O=C(Cc1ccccc1)N/N=C/c1cc2c(cc1Cl)OCO2 | 0.0 | x
COc1ccc(C[C@H]2CCn3nncc3COC[C@@H](CC(C)C)NC2=O)cc1 | 0.1 | x
COc1ccc2c3c(n(C)c2c1)[C@@H](CO)N(CC1CC1)CC31CCN(C(=O)c2ccccc2)CC1 | 0.2 | x
O=C(CCCCCNc1nc(=S)[nH]c2ccccc12)NCCc1ccccc1 | 0.2 | x
CCCc1nc2c(c(=O)c3ccccc3n2C)c(=O)n1-c1ccc(F)cc1 | 0.2 | x
